HTT ATP protect = protects HTT-Q103 PC12 cells, measured by ATP | AID 1471 | 230,000 tested, 0.14% active | PC12 HTT-Q103 induced, cytoprotection, ATP luminescence, 40 h | Potency, µM (doses to about 56.4 µM), without a hit: cytoprotection (ATP increase), actives largely listed as activators;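 note: potency is the fitted concentration of half-maximal effect; % of control where 0% means no effect; nearly all actives have a fitted effect of over 45% in size; toxic huntingtin expression switched on by the ecdysone agonist tebufenozide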
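PC12 cells with ecdysone-inducible HTT exon 1 Q103-GFP, induced with 100 nM tebufenozide and co-treated with library compounds in a dose series (1536-well, 1500 cells/well). Cytoprotection read as ATP content by ATPlite luminescence.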
HttQ103 aggreg = inhibitors of mutant huntingtin aggregate formation in PC12 cells. PC12 HttQ103-GFP aggregates, Acumen cytometry, 40 h. Potency, µM (titrated, usually from 46.1 µM), for the others: top-dose activity change, negative = inhibition, usual class: inhibitors. 220,000 tested, 1.1% active. AID 1688; note: potency is the fitted concentration of half-maximal effect; % is set by controls: 0 for no effect and ±100 for the full control effect; nearly all actives have a fitted effect of over 60% in size
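PC12 cells with ecdysone-inducible HTT exon1 Q103-GFP, induced by 100 nM tebufenozide, given compounds in a concentration series. GFP aggregates (1–25 um, 6 SD above background) counted in lysates by laser-scanning cytometry, 488 nm excitation.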
IMPase Li cell = cell-permeable IMPase inhibitors with lithium potentiation; CHO-M1 cells, IP1 TR-FRET (IP-One), carbachol + lithium; Potency, µM (doses to about 59.4 µM), inactives show at the top dose activity, negative = IMPase inhibition, hits mostly inhibitors; 210,000 tested, 0.35% active; AID 1457;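 note: IP1 builds up when IMPase is blocked and the TR-FRET signal falls; potency is the fitted concentration of half-maximal effect; plate controls were basal vehicle for no effect and high inhibitor control for full effect; nearly all actives have a fitted effect of over 50% in size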
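CHO cells stably expressing M1 receptor (2000/well) were cultured 16–30 h, then exposed to compounds with a small lithium addition for 30 min at 37C. IP1 was measured by TR-FRET competition; AC50 from Hill fits.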
Luc counter = Kinase-Glo luciferase inhibition (counter-screen). Kinase-Glo luciferase, ATP luminescence, 8 min. Potency, µM (highest dose often 38.3 µM), for the others: at the top dose activity change, negative = inhibition, most hits filed as inhibitors. Q27757. 200,000 tested, 0.28% active; note: potency is the fitted concentration of half-maximal effect; % is set by controls: 0 for no effect and ±100 for the full control effect; nearly all actives have a fitted effect of over 60% in size
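Luminescence was the read-out, taken after 8-minute incubation at ambient temperature. Luciferase turned over luciferin with 10 uM ATP in imidazole pH 7.2 buffer containing KCl, MgCl2, Tween 20 and BSA.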
SMN2 splice enh = enhancers of SMN2 splice variant expression; Potency, µM (series often up to 46.1 µM), without a hit: top-dose activity change, positive = activation, hits mostly activators; 210,000 tested, 2.8% active; HEK293 SMN2-luciferase splicing reporter, luminescence, 30-36 h; note: potency is the fitted concentration of half-maximal effect; % of control where 0% means no effect; nearly all actives have a fitted effect of over 55% in size
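HEK293 cells carry an SMN2 […]–luciferase reporter in which exon 7 inclusion puts luciferase in frame. Cells were plated 10-12 h before compound addition, then incubated 30-36 h at 37C. ONE-Glo luminescence was read; sodium butyrate at 4.5 mM final served as control.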
CBFb RUNX1 block = blocks binding between human CBF-beta and RUNX1; Q01196+Q13951; AlphaScreen CBFb-His/RUNX1-biotin binding, biochemical; Potency, µM (highest dose often 59.8 µM), without a hit: top-dose activity, negative = inhibition, actives largely listed as inhibitors; 230,000 tested, under 10 active; AID 1477; note: % of control where 0% means no effect
Target sequence (Q01196 whole entry, looked up): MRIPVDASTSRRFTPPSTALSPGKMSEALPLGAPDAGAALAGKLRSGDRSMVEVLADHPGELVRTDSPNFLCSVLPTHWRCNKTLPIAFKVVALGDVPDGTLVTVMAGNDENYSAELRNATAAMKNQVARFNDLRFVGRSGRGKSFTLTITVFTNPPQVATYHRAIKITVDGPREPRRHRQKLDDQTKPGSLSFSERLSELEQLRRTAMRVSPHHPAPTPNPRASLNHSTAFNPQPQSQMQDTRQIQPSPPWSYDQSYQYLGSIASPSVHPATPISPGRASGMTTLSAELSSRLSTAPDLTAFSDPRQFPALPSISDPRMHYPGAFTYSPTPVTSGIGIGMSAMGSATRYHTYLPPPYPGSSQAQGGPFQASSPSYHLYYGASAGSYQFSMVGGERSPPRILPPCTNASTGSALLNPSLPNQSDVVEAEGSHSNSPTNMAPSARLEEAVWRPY
Target sequence (Q13951 whole entry, looked up): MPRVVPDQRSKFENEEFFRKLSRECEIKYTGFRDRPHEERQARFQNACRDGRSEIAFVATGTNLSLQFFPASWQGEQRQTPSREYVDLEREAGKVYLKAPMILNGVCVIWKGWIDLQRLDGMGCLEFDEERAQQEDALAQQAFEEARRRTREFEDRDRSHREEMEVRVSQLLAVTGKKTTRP
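His-tagged CBF-beta and biotinylated RUNX1 (30 nM each) were premixed 20 min at room temperature, exposed to compound for 15 min, then given nickel-chelate and streptavidin AlphaScreen beads (50 ng each). After 90 min, AlphaScreen signal was read.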
Lamin A splicing = modulators of lamin A splicing; Potency, µM (series often up to 46.1 µM), for the others: at the top dose ratio change, negative = inhibition, usual class: inhibitors; HeLa LMNA splicing GFP/RFP minigene ratio, 48 h; 200,000 tested, 0.01% active; active = well fitted inhibition curve with a large enough effect in the signal ratio, with a control signal flat, not every such curve was filed as active; inconclusive = small, poorly fitted or top-dose-only effect, or effect the other way, or a change in a side signal; the % refers to the signal ratio; note: potency is the fitted concentration of half-maximal effect; % is set by controls: 0 for no effect and ±100 for the full control effect
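S3 HeLa cells stably expressing lamin A-EGFP splicing minigene plus DsRed2, 600 cells/well, 48 h compound exposure at 37C. Laser-scanning cytometry; analysed as GFP (500-530 nm)/RFP (575-640 nm) total intensity ratio; 0.5% DMSO vehicle.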
Numbers without * were called inactive; u = inconclusive; x = no result given; & = joins results of further samples; [ ] = dose if it differs, or a comment. Unless noted, calls come from the whole dose curve; as a rule, active = well fitted curve in the direction sought with a large enough effect; inconclusive = small, poorly fitted or top-dose-only effect, or another doubt; inactive = no such curve, though single readings can be large; an effect the other way counts as inactive or inconclusive.

Under each structure – HTT ATP protect	HttQ103 aggreg	IMPase Li cell	Luc counter	SMN2 splice enh	CBFb RUNX1 block	Lamin A splicing
1. C=CCn1c(SCC(=O)Nc2cccc(C(=O)OC)c2)nnc1C(C)NC(=O)c1cccs1 (centres undefined)
    -8%[0.074 µM]	-9%	16%[38.3 µM]	4%	u	-5%	4%
2. C=CCSc1nc(C)c(CC=C)c(=O)[nH]1
    15%[10 µM]	-2%	19%[38.3 µM]	-1%	5%	9%	-14%
3. CCN(C1CCCCC1)S(=O)(=O)c1ccc(C(=O)O)cc1
    2%[0.074 µM]	-5%	1%	5%	2%	7%	4%
4. Cc1noc(C)c1S(=O)(=O)N1CCCC(C(=O)NCC2CCCO2)C1 (centres undefined)
    -9%	-4%	-4%[38.3 µM]	-1%	5%	0%	9%
5. CC(C)[C@H](NC(=O)c1ccccc1)C(=O)OCC(=O)N1CCCCCC1
    17%[10 µM]	-2%	-14%	1%	-16%	-2%	-2%
6. CN(C)CC(C)(C)CNS(=O)(=O)c1ccc(Cl)c(Cl)c1
    1%[10 µM]	28%&13%	10%	1%&0%	2%&40%	-1%&2%	-13%[46 µM]
7. Cc1cc(OCCn2ccnc2)ccc1C(C)C
    -24%[0.074 µM]	13%	16%	0%	-14%	5%	u
8. O=C(CN1CCC(C(=O)c2cccc(F)c2)CC1)NCc1cccs1
    1%[10 µM]	-1%	7%	0%	-16%	5%	-7%
9. COc1ccc(C(=O)O/N=C(\N)Cc2ccc(Cl)cc2)cc1OC
    -58%[inhibitor]	2%	2%[38.3 µM]	-3%	0%	4%	u
10. CC(=O)N1CCC(N(C(=O)Nc2ccc(Cl)cc2)C(C)C)CC1
    3%[10 µM]	-1%[9.22 µM]	x	x	x	5%	x
11. COc1ccc(-c2cc(C(=O)c3c(N)n(C)c(=O)n(C)c3=O)c3ccccc3n2)cc1
    -69%[inhibitor][10 µM]	5%[9.22 µM]	x	x	x	0%	x
12. O=C(CNC(=O)C12CC3CC(CC(C3)C1)C2)NC1=NCCS1
    11%[10 µM]	26%	14%[38.3 µM]	4%	12%	-5%	4%
13. O=C(CN1C(=O)CSC1=O)NCc1ccccc1
    -9%[10 µM]	19%	1%[38.3 µM]	-5%	-4%	6%	0%
14. CCN(CC)C(=O)COc1ccc(C=O)cc1OC
    3%[10 µM]	-7%	-10%	-2%	-5%	8%	-12%
15. O=C(NNC(=S)NC(=O)c1cccnc1)c1ccccc1
    -1%	-23%	-2%[38.3 µM]	3%	13%	-8%	-1%
16. COc1ccc(/C=C/C(=O)Nc2ccc(C34CC5CC(CC(O)(C5)C3)C4)cc2)cc1OC
    -31%[10 µM]	-21%	6%	2%	13µM*	6%	u
17. O=c1cc(N2CCc3ccccc3C2)[nH]c(=O)n1-c1ccc(Br)cc1
    -8%	26%	21%[38.3 µM]	-1%	-7%	-1%	-17%
18. COc1cccc(-c2nn3c(-c4ccco4)nnc3s2)c1
    -29%	-6%	11µM*	13%	-19%	-11%	-4%
19. CCn1cc(/C=N\NC(=O)c2cc(-c3ccccc3OC)nc3ccccc23)c(C)n1
    x	5%	9%	-3%	-4%	-13%	-4%
20. C/C(=N\NC(=O)CCc1c(C)n[nH]c1C)c1ccc([N+](=O)[O-])cc1
    7%[10 µM]	3%[9.22 µM]	x	x	x	-3%	x
21. CCOC(=O)c1sc2cc([N+](=O)[O-])cc(SCCO)c2c1N
    5%[10 µM]	-6%	-6%	-2%	-5%[1.84 µM]	1%	-13%
22. O=C(NCC1CCCO1)C(=O)c1c[nH]c2ccccc12 (centres undefined)
    -11%	-4%	2%	0%	27%	1%	16%[9.22 µM]
23. COc1ccc(S(=O)(=O)N2CCC(C(=O)Nc3c(F)cccc3F)CC2)cc1
    -12%	-10%	-1%	0%	-18%	-4%	-14%
24. NNc1ccc2c(C(F)(F)F)cc(C(F)(F)F)nc2n1
    x	20%	-7%	-1%	-12%	-2%	x
25. NS(=O)(=O)c1ccc(N=Nc2c[nH]c(=O)c(O)c2)cc1
    12%&7%[10 µM]	-6%[9.22 µM]	23%	-18%[7.66 µM]	-8%[9.22 µM]	u	9%[46 µM]
26. COc1ccccc1C1CC(=O)Oc2cc(OC)c(OC)c(OC)c21 (centres undefined)
    -20%	x	8%	1%[39.9 µM]	x	-6%[89.1 µM]	x
27. O=C(CSc1nnc(-c2cccs2)o1)OC1CCCCC1
    -11%[10 µM]	5%	11%[38.3 µM]	13%	-3%	10%	7%
28. O=C(OCn1nnc2ccccc2c1=O)c1cc2ccccc2o1
    8%[10 µM]	3%[9.22 µM]	x	x	x	2%	x
29. COc1ccc(CCNC(=O)CSc2nnnn2-c2ccc(OC)c(OC)c2)cc1OC
    -15%	21%	-1%	3%	x	-11%	x
30. CCOC(=O)c1nnc2cc(-c3ccc(Br)cc3)nn2c1C
    -7%[10 µM]	-13%	13%[38.3 µM]	3%	11%	6%	4%

Following part.
Under each structure – HTT ATP protect	HttQ103 aggreg	IMPase Li cell	Luc counter	SMN2 splice enh	CBFb RUNX1 block	Lamin A splicing
31. COc1cccc(C2=NOC(C(=O)N3CCN(Cc4ccccc4)CC3)C2)c1OC (centres undefined)
    -11%	-8%	11%[38.3 µM]	-4%	-16%	-1%	-18%
32. CN1C(=O)N(C)c2ccc(C=O)c3cccc1c23
    x	u	u	-5%	-83%[inhibitor]	6%	u
33. NC(=O)NC(=O)COC(=O)CCCSc1nc2ccccc2s1
    -6%[10 µM]	-19%[9.22 µM]	x	x	x	5%	x
34. CC(C)Nc1nc(NC(C)C)nc(OCCOC(=O)c2ccccc2)n1
    x	3%	-1%	0%	2%	-6%	6%
35. COc1ccc(C(=O)NN2C(=O)C3C(c4ccccc4)C=CC(c4ccccc4)C3C2=O)cc1 (centres undefined)
    -1%[10 µM]	6%	12%	1%	-12%	-5%	-9%
36. Cc1cc2nc3c(=O)[nH]c(=O)nc-3n(C)c2cc1C=O
    -348%[inhibitor]	x	-13%	2%[39.9 µM]	x	-17%	x
37. c1ccc(-c2ccc(Oc3cc(N4CCOCC4)nc(-c4ccccc4)n3)cc2)cc1
    4%	5%	-9%[38.3 µM]	-1%	-15%	2%	-2%
38. C/C(=N\NC(=O)c1ccc(F)cc1)c1ccc(N2CCOCC2)cc1
    4%	-4%	0%	5%	21%	-2%	x
39. CC(=O)NC1C(Oc2ccc(C)cc2)OC2COC(c3ccco3)OC2C1O (centres undefined)
    3%[10 µM]	-1%	1%	-1%	-1%	0%	0%
40. CN(C)c1ccnc(Oc2ccc(Cl)cc2)c1C#N
    -51%[inhibitor]	u	18%[38.3 µM]	0%	-14%	-5%	-19%
41. O=C1c2ccccc2C(Nc2ccc3c(c2)OCO3)N1Cc1ccco1 (centres undefined)
    27%[10 µM]	-24%	19%	2%	0%	-26%	u
42. Cc1cc(C)c([N+](=O)[O-])cc1-c1ccc(/C=N/c2c(-c3ccco3)nc3ccccn23)o1
    -13%	5%	22%[38.3 µM]	-21%	10%	u	6%[0.0737 µM]
43. CCOC(=O)c1ccc(NC(=O)c2cc3c(C)nn(-c4ccccc4Cl)c3s2)s1
    25%[10 µM]	-12%	-1%	-3%	3%	-2%	-12%
44. COc1ccc(S(=O)(=O)N2CCN(C(=O)Cc3cccs3)CC2)cc1
    22%[10 µM]	-8%	-2%	3%	-13%	7%	-5%
45. Cc1ccc2c(Cl)cc(Cl)c(OCC(=O)Nc3ccc(C)c(S(=O)(=O)N(C)C)c3)c2n1
    15%[10 µM]	u	5%	2%	-14%	6%	1%
46. CCOC(=O)C(CCCOc1cccc(CC)c1)C(=O)OCC
    22%	0%[9.22 µM]	12%[38.3 µM]	2%	-22%	28%	15%
47. CCOC(=O)CSc1nc(C)cc(Oc2ccc(=O)n(C)n2)n1
    3%	-10%	-8%	2%	-7%	-4%[2.36 µM]	-3%
48. CCCCn1c(O)c(/C=C/C=C/C=Nc2ccccc2)sc1=S
    -19%	15%	1%	8.9µM*	-57%[inhibitor]	-28%	u
49. CC(NC(=O)c1ccccc1NC(=O)CSc1nnnn1C)c1ccccc1 (centres undefined)
    -15%	3%[9.22 µM]	31%[activator][38.3 µM]	0%	-9%	1%	12%
50. COc1ccc(OC)c(C(=O)C2COC(=O)C2)c1 (centres undefined)
    u	-4%	9%[38.3 µM]	3%	2%	14%	u
51. O=C(NCc1cccs1)c1cnc2sccn2c1=O
    -6%	10%	19%[38.3 µM]	2%	-6%	5%	-4%
52. COC(=O)c1[nH]c2ccc(C)cc2c1NC(=O)Nc1ccc(OC)cc1
    4%[10 µM]	-4%	-2%	-3%	8%	-26%	-7%
53. CC12CCC(C/C1=N\N=C1\NC(=O)/C(=C\c3ccc(Cl)cc3)S1)C2(C)C (centres undefined)
    22%[10 µM]	9%	3%	3%	-30%	-7%	u
54. Cc1ccccc1Cn1c(=N)n(CC(=O)c2ccc([N+](=O)[O-])cc2)c2ccccc21
    x	-13%	8%	-2%	13%	-2%	u
55. CC(NC(=O)OCc1ccccc1)C(=O)NCC(=O)NC(Cc1ccc(OC(C)(C)C)cc1)C(=O)OC(C)(C)C (centres undefined)
    15%[10 µM]	-12%	0%	2%	-1%[1.84 µM]	0%	-3%
56. O=C(O)C1CCN(C(=O)CCc2ccccc2)CC1
    -10%[10 µM]	-15%[9.22 µM]	x	x	x	0%	x
57. Cc1cc(C)nc(SCc2ccc(C(=O)NN=C3CCCC3)cc2)n1
    -1%	26%	8%	-2%	17%	10%	x
58. CCN(CC)CCSc1nc(O)c(-c2ccccc2)c(=O)n1-c1ccccc1
    -7%	-5%	4%	3%	16%	2%	-1%[46 µM]
59. O=C(COC(=O)c1cc(=O)[nH]c(=O)[nH]1)NCc1ccccc1
    -7%[10 µM]	-11%	x	x	x	1%	-10%
60. N/C(=N\OC(=O)Nc1ccc(Cl)c(Cl)c1)c1ncc(C(F)(F)F)cc1Cl
    15%	14%[9.22 µM]	-10%[38.3 µM]	1%	0%	0%	3%

Down the list, quoted from above:
Compounds 15 to 24 in HttQ103 aggreg, in turn: -23%, -21%, 26%, -6%, 5%, 3%[9.22 µM], -6%, -4%, -10%, 20%
Compounds 15 to 24 in CBFb RUNX1 block, in turn: -8%, 6%, -1%, -11%, -13%, -3%, 1%, 1%, -4%, -2%

Screening results: PubChem, National Center for Advancing Translational Sciences (NCATS)
